TR SRC2 fluor cs: Total Fluorescence Counterscreen for Inhibitors of the Interaction of Thyroid Hormone Receptor and Steroid Receptor Coregulator 2; TRb/SRC2 Texas Red total fluorescence interference; Potency, µM (highest dose often 106 µM), without a hit: top-dose fluorescence change, negative = quenching; 280,000 tested, 0.29% active; AID 1479, 2009; active = well fitted curve in either direction with a large enough effect; inconclusive = small, poorly fitted or top-dose-only effect
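Flags fluorescent or light-absorbing compounds by total fluorescence, S + 2P, at 555 nm excitation and 632 nm emission. Mixture: 20 nM Texas Red SRC2 peptide, 0.6 uM human TRb LBD, 1 uM T3, 5% DMSO; compound exposure 5 h at ambient temperature.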
GAA glycogen: qHTS Assay for Inhibitors and Activators of Human alpha-Glucosidase Cleavage of Glycogen. Lysosomal alpha-glucosidase (Homo sapiens), P10253. recombinant GAA, glycogen substrate, Amplex Red glucose oxidase fluorescence. Potency, µM (doses to about 76.4 µM), inactives show top-dose activity change, negative = inhibition, actives largely listed as inhibitors. 300,000 tested, 0.38% active. AID 2100, 2009;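 also: 0% = full enzyme reaction and -100% = no-enzyme basal signal; the screen sought inhibitors and activators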
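Recombinant enzyme (4 nM final) with compounds titrated up to 77 uM and bovine liver glycogen (30 ug) in citrate pH 5.0, 0.01% Tween-20, 37 C 40 min. Released glucose detected by Amplex Red/glucose oxidase (Ex 573/Em 610); AC50 from Hill fits.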
RECQ1 inh: qHTS Assay for Inhibitors of RecQ-Like Dna Helicase 1 (RECQ1) | Potency, µM (top dose mostly 57.3 µM), for inactives: at the top dose activity, negative = inhibition, hits mostly inhibitors | ATP-dependent DNA helicase Q1 (Homo sapiens), P46063 | RECQ1 DNA unwinding, red fluorescence kinetic read | AID 2549, 2010 | 240,000 tested, 0.54% active;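 also: plate controls were vehicle for no effect and no enzyme for full effect; nearly all actives have a fitted effect of over 30% in size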
Target sequence (P46063 whole entry, looked up): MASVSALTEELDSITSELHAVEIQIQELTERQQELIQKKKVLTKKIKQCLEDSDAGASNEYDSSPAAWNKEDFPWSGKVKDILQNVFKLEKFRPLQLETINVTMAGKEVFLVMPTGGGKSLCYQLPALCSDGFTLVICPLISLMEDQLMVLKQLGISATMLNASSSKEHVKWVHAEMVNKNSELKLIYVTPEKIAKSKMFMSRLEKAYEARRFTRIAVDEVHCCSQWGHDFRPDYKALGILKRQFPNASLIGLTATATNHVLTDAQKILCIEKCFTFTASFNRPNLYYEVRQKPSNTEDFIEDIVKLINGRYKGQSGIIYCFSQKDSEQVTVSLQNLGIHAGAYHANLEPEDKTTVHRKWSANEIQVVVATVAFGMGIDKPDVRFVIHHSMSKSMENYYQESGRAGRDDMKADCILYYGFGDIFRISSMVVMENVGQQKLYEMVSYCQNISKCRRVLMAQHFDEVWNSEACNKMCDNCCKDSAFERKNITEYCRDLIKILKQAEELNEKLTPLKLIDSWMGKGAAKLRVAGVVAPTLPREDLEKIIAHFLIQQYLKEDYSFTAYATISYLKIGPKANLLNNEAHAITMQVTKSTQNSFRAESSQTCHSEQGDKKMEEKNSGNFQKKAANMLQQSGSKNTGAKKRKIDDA
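RECQ1T1 50 nM; forked duplex (20 bp + 30-nt ss tails) 200 nM, ATP 2 mM final; pH 8.0, 2 mM MgCl2, 2.5 ug/ml poly(dI-dC); 15 min compound preincubation; discontinuous kinetic read over 2 h at RT.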
aGlu spleen mod: qHTS Assay for Inhibitors and Activators of Human alpha-Glucosidase From Spleen Homogenate. 240,000 tested, 0.006% active. Potency, µM (doses to about 79.9 µM), without a hit: at the top dose activity change, negative = inhibition, actives largely listed as inhibitors. human spleen homogenate, 4-MU-alpha-glucoside fluorescence. AID 2112, 2009;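 also: 0% = enzyme with vehicle and -100% = no enzyme basal signal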
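Compounds were titrated against alpha-glucosidase in spleen homogenate at pH 5.0, with 1 mM 4-methylumbelliferyl substrate for 40 min at 37 C. Reactions were quenched with pH 10 NaOH/glycine and fluorescence measured.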
TRb SRC2 PPI: qHTS for Inhibitors of the Interaction of Thyroid Hormone Receptor and Steroid Receptor Coregulator 2. Thyroid hormone receptor beta (Homo sapiens), P10828. TRbeta-SRC2 peptide binding, fluorescence polarization; receptor liganded with 1 µM T3. Potency, µM (top dose mostly 106 µM), inactives show at the top dose activity change, negative = inhibition, most hits filed as inhibitors. 280,000 tested, 0.065% active. AID 1469, 2008;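 also: plate controls were bound peptide for no effect and peptide without receptor for full effect; nearly all actives have a fitted effect of over 50% in size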
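Binding of a 20-amino-acid Texas Red SRC2 peptide (20 nM) to TRb ligand-binding domain (0.6 uM) with agonist T3 at 1 uM was followed by fluorescence polarization after a 5 hr room-temperature incubation.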
GAA inh: qHTS Assay for Inhibitors of Human alpha-Glucosidase as a Potential Chaperone Treatment of Pompe Disease; Lysosomal alpha-glucosidase (Homo sapiens), P10253; purified human GAA, 4-MU-alpha-glucoside fluorescence; Potency, µM (highest dose often 76.9 µM), inactives show top-dose activity change, negative = inhibition, hits mostly inhibitors; 200,000 tested, 0.005% active; AID 1466, 2008;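 also: plate controls were uninhibited enzyme wells for no effect and no-enzyme background for full effect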
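Human enzyme at 4 nM with 400 uM 4-methylumbelliferyl-alpha-D-pyranoside, citrate/phosphate buffer pH 5.0, 0.005% Tween-20, 20 min at room temperature. Compounds up to 77 uM. 4-MU fluorescence (Ex 365/Em 440) read after NaOH/glycine stop; AC50 from Hill fit.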
L3MBTL1 block: qHTS Assay for the Inhibitors of L3MBTL1 | Lethal(3)malignant brain tumor-like protein 1 (Homo sapiens), Q9Y468 | AlphaScreen L3MBTL1–H3K9me1 peptide binding | Potency, µM (doses to about 57.1 µM), inactives show at the highest dose activity, negative = inhibition, usual class: inhibitors | 230,000 tested, 0.66% active | AID 485360, 2010; also: nearly all actives have a fitted effect of over 60% in size
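Displacement of a biotinylated histone H3(1-15) peptide monomethylated at Lys9 (75 nM) from L3MBTL1 (50 nM) was measured by AlphaScreen after a 30 min room-temperature compound incubation; cefsulodin titration served as intraplate control.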
RGS12 GoLoco inh: qHTS Assay for Inhibitors of RGS12 GoLoco Motif Activity (Red Fluorophore); Guanine nucleotide-binding protein G(i) subunit alpha-1 (Homo sapiens), P63096; Gai1:RGS12 GoLoco peptide FP, rhodamine, 10 min; Potency, µM (doses to about 61.6 µM), inactives show at the highest dose activity, negative = inhibition, hits mostly inhibitors; 230,000 tested, 0.44% active; AID 880, 2007; active = well fitted inhibition curve with a large enough effect, not every such curve was filed as active; inactive = no such curve, though single readings can be large or run the other way; also: nearly all actives have a fitted effect of over 30% in size; many of its hits are not listed in these tables
Target sequence (P63096 whole entry, looked up): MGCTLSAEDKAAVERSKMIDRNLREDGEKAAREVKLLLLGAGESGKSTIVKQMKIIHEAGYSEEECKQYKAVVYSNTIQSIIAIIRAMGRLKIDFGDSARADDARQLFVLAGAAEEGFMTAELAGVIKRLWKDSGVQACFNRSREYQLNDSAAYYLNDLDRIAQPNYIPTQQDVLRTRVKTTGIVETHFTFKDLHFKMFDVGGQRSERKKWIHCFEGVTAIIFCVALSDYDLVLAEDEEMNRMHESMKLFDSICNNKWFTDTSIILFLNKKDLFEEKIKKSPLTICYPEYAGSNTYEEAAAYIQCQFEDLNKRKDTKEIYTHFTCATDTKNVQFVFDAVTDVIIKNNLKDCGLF
Starred values were filed as active, the others as inactive; [ ] = another dose, or the depositor's remark. Unless noted, calls follow the shape of the dose curve; as a rule, active = well fitted curve in the direction sought with a large enough effect; inconclusive = small, poorly fitted or top-dose-only effect, or another doubt; inactive = no such curve, though single readings can be large; an effect the other way counts as inactive or inconclusive. Unless noted, % is scaled to controls: 0 for no effect and ±100 for the full control effect; potency is read from the fitted curve at half-maximal effect. The list is partial; rates above refer to the full screens.

Screening Cc1nn(-c2ccccc2)c2c1C(c1ccc([N+](=O)[O-])cc1)N1C(=N2)C(=O)Nc2ccccc21 (centres undefined) returned TR SRC2 fluor cs -6%, GAA glycogen 6%, RECQ1 inh -9%, aGlu spleen mod 4%, TRb SRC2 PPI 1%, GAA inh inconclusive, L3MBTL1 block -1% and RGS12 GoLoco inh 11%.
For CCOc1ccccc1N(C(=O)Nc1cccc(Cl)c1)C1=NC(C)CS1 (centres undefined) the results were TR SRC2 fluor cs -2%, GAA glycogen 1%, RECQ1 inh -6%, aGlu spleen mod -2%, TRb SRC2 PPI 3%, GAA inh 0%, L3MBTL1 block -3% and RGS12 GoLoco inh 0%.
CCOC(=O)c1sc(NC(C)=O)nc1-c1ccccc1 was read as TR SRC2 fluor cs -1%, GAA glycogen 0%, RECQ1 inh -10%, aGlu spleen mod -2%, TRb SRC2 PPI -14%, GAA inh -3%, L3MBTL1 block 0% and RGS12 GoLoco inh 0%.
Cc1nc(-c2ccccc2)sc1C1(C)CC(c2ccc(C#N)cc2)=NO1 (centres undefined) was read as TR SRC2 fluor cs -1%, GAA glycogen -2%, RECQ1 inh inactive, aGlu spleen mod -3%, TRb SRC2 PPI 3% and RGS12 GoLoco inh -4%.
Screening CC(CCc1ccccc1)NC(=O)CSc1nccc(=O)[nH]1 (centres undefined) returned TR SRC2 fluor cs 0%, GAA glycogen 2%, RECQ1 inh inactive, aGlu spleen mod -29%, TRb SRC2 PPI 0%, GAA inh -4%, L3MBTL1 block 2% and RGS12 GoLoco inh 3%.
Cc1ccc(S(=O)(=O)N2CCN(CC(=O)N/N=C\c3ccccn3)CC2)cc1 was read as TR SRC2 fluor cs -2%, GAA glycogen -25%, RECQ1 inh -7%, aGlu spleen mod -8%, TRb SRC2 PPI -8%, L3MBTL1 block -1% and RGS12 GoLoco inh 10%.
Screening CN(C)CCOC(=O)c1cccc(Br)c1 returned TR SRC2 fluor cs 0%, GAA glycogen 0%, RECQ1 inh 3%, aGlu spleen mod -5%, TRb SRC2 PPI 2%, GAA inh -6% and RGS12 GoLoco inh 2%.
`COc1cccc(C2C(C(N)=O)=C(C)Nc3nc(-c4ccccc4Cl)nn32)c1` (centres undefined) gave TR SRC2 fluor cs 2%, GAA glycogen -25%, RECQ1 inh inactive, aGlu spleen mod 5%, TRb SRC2 PPI -14%, GAA inh -4%, L3MBTL1 block 2% and RGS12 GoLoco inh 5%.
For CC[C@H](C)C(C(=O)N1CCN(C(=O)OC(C)(C)C)CC1)n1cc(C(CC(C)C)NC(=O)OC(C)(C)C)nn1 (some centres undefined) the results were TR SRC2 fluor cs -1%, GAA glycogen 2%, RECQ1 inh -3%, aGlu spleen mod 4%, TRb SRC2 PPI -10%, L3MBTL1 block 67%[activator] and RGS12 GoLoco inh -9%.
C/C=C(/C)C(=O)Nc1cccc(C2=NOC3(C2)C[C@H](C(N)=O)N(C(=O)c2ccc(Cl)cc2)C3)c1 (some centres undefined) was read as TR SRC2 fluor cs -1%, GAA glycogen -12%, RECQ1 inh -7%, aGlu spleen mod 15%, TRb SRC2 PPI -1% and RGS12 GoLoco inh 7%.
For COC(=O)c1[nH]c2ccc(C)cc2c1NC(=O)CN1CCN(c2ccc(F)cc2)CC1 the results were TR SRC2 fluor cs -1%, GAA glycogen -2%, RECQ1 inh -9%, aGlu spleen mod -3%, TRb SRC2 PPI -11%, GAA inh -1%, L3MBTL1 block 5% and RGS12 GoLoco inh 5%.
For CCCOC(=O)c1ccc(OC(=O)c2ccco2)cc1 the results were TR SRC2 fluor cs -1%, GAA glycogen 4%, RECQ1 inh -2%, aGlu spleen mod -1%, TRb SRC2 PPI -3%, GAA inh -3%, L3MBTL1 block 10% and RGS12 GoLoco inh 1%.
`CCCC(=O)Nc1ccc(C(=O)NN2C(=O)c3ccccc3C2=O)cc1` gave TR SRC2 fluor cs -2%, GAA glycogen 12%, RECQ1 inh -2%, aGlu spleen mod -5%, TRb SRC2 PPI -8%, GAA inh 4% and L3MBTL1 block -4%.
O=C(CNc1cccc2ccccc12)N/N=C/c1ccc[nH]1 was read as TR SRC2 fluor cs -2%, GAA glycogen 1%, RECQ1 inh -6%, aGlu spleen mod 0%, TRb SRC2 PPI -7%, L3MBTL1 block -23% and RGS12 GoLoco inh 3%.
Screening Nc1nnn(CC(=O)N/N=C/c2ccc(O)cc2)n1 returned TR SRC2 fluor cs -3%, GAA glycogen 7%, RECQ1 inh -5%, aGlu spleen mod 1%, TRb SRC2 PPI 2% and RGS12 GoLoco inh 0%.
`CC(C)(C)Nc1nc(SCc2ccccc2)nc(N2CCOCC2)n1` gave TR SRC2 fluor cs -2%, GAA glycogen 0%, RECQ1 inh -1%, aGlu spleen mod -4%, TRb SRC2 PPI 6%, GAA inh -7%, L3MBTL1 block 6% and RGS12 GoLoco inh 0%.
For CCC(=O)OC1c2ccccc2C(=O)N1Cc1ccccc1 (centres undefined) the results were TR SRC2 fluor cs 0%, GAA glycogen -6%, RECQ1 inh -1%, aGlu spleen mod -1%, TRb SRC2 PPI -3%, GAA inh -2% and RGS12 GoLoco inh 10%.
For CCCCCOc1ccc(NC(=O)c2cc(SC)ccc2Cl)cc1 the results were TR SRC2 fluor cs -4%, GAA glycogen 6%, RECQ1 inh -1%, aGlu spleen mod 1%, TRb SRC2 PPI 1%, GAA inh 3%, L3MBTL1 block 2% and RGS12 GoLoco inh 1%.
For Cc1ccc(CS(=O)(=O)CCC(=O)N2CCOCC2)cc1 the results were TR SRC2 fluor cs 0%, GAA glycogen -3%, RECQ1 inh -4%, aGlu spleen mod -6%, TRb SRC2 PPI 1%, GAA inh 0%, L3MBTL1 block -2% and RGS12 GoLoco inh -11%.
For COc1ccc(S(=O)(=O)N2CCN(c3ccccc3OC)CC2)cc1OC the results were TR SRC2 fluor cs -4%, GAA glycogen 1%, RECQ1 inh -1%, aGlu spleen mod -12%, TRb SRC2 PPI 2%, GAA inh -13%, L3MBTL1 block -3% and RGS12 GoLoco inh 0%.
COc1ccccc1/C=C/C=N/N1CCN(Cc2cccc3ccccc23)CC1 was read as TR SRC2 fluor cs 3%, GAA glycogen -10%, RECQ1 inh -9%, aGlu spleen mod 7%, TRb SRC2 PPI 1%, GAA inh -3%, L3MBTL1 block -27% and RGS12 GoLoco inh 12%.
COc1ccc(OC)c(C2C(C(C)=O)=C(O)C(=O)N2Cc2cccnc2)c1 (centres undefined) was read as TR SRC2 fluor cs -2%, GAA glycogen -9%, RECQ1 inh -4%, aGlu spleen mod 4%, TRb SRC2 PPI -9%, GAA inh 8%, L3MBTL1 block 0% and RGS12 GoLoco inh 0%.
COc1cnc(-c2ccccn2)nc1Sc1ccccc1Cl was read as TR SRC2 fluor cs -5%, GAA glycogen 7%, RECQ1 inh -7%, aGlu spleen mod -6%, TRb SRC2 PPI -7%, GAA inh 6%, L3MBTL1 block -20% and RGS12 GoLoco inh 6%.
`CCOC(=O)c1c(NC(=O)C[n+]2ccc(Cc3ccccc3)cc2)sc(C)c1C` gave TR SRC2 fluor cs -4%, GAA glycogen 8%, RECQ1 inh -18%, aGlu spleen mod -5%, TRb SRC2 PPI 2%, GAA inh 1%, L3MBTL1 block -11% and RGS12 GoLoco inh 6%.
Screening O=C(c1ccc2ccccc2c1)c1c[nH]cc1-c1ccccc1 returned TR SRC2 fluor cs -2%, GAA glycogen 0%, RECQ1 inh -4%, aGlu spleen mod -3%, TRb SRC2 PPI -12%, GAA inh -8%, L3MBTL1 block -15% and RGS12 GoLoco inh 11%.
`CC(=O)N1CC=C2C(C#N)=C(N)C(C#N)(C#N)C(C)C2C1` (centres undefined) gave TR SRC2 fluor cs 3%, GAA glycogen 9%, RECQ1 inh 11%, aGlu spleen mod -20%, TRb SRC2 PPI -17%, GAA inh 2%, L3MBTL1 block -28%[11.4 µM] and RGS12 GoLoco inh -22%.
Screening CCOC(=O)C1(Cc2ccc(Cl)cc2)CCN(CCCn2cccn2)CC1 returned TR SRC2 fluor cs -4%, GAA glycogen 19%, RECQ1 inh 16%, aGlu spleen mod -11%, TRb SRC2 PPI 1%, GAA inh inconclusive, L3MBTL1 block 3% and RGS12 GoLoco inh 9%.
Screening CC(C)C(=O)Nc1cccc(-c2cn3ccsc3n2)c1 returned TR SRC2 fluor cs -3%, GAA glycogen 1%, RECQ1 inh inactive, aGlu spleen mod -3%, TRb SRC2 PPI -1%, GAA inh -1% and RGS12 GoLoco inh 18%.
For OC1CCCN(Cc2c3ccccc3cc3ccccc23)C1 (centres undefined) the results were TR SRC2 fluor cs -3%, GAA glycogen 20%, RECQ1 inh -3%, aGlu spleen mod 2%, TRb SRC2 PPI -1%, GAA inh -4% and RGS12 GoLoco inh 11%.

Structures shown so far containing a cyano group (2):
Cc1nc(-c2ccccc2)sc1C1(C)CC(c2ccc(C#N)cc2)=NO1 (centres undefined) was read as TR SRC2 fluor cs -1%, GAA glycogen -2%, RECQ1 inh inactive, aGlu spleen mod -3%, TRb SRC2 PPI 3% and RGS12 GoLoco inh -4%.
`CC(=O)N1CC=C2C(C#N)=C(N)C(C#N)(C#N)C(C)C2C1` (centres undefined) gave TR SRC2 fluor cs 3%, GAA glycogen 9%, RECQ1 inh 11%, aGlu spleen mod -20%, TRb SRC2 PPI -17%, GAA inh 2%, L3MBTL1 block -28%[11.4 µM] and RGS12 GoLoco inh -22%.
